# TR SRC2 fluor cs: counter-screen for TRb-SRC2 inhibitors: fluorescence interference | Potency, µM (series often up to 106 µM), for inactives: at the highest dose fluorescence change, negative = quenching | 280,000 tested, 0.29% active | TRb/SRC2 Texas Red total fluorescence interference; active means well fitted curve in either direction with a large enough effect; inconclusive means small, poorly fitted or top-dose-only effect; further: potency means the concentration at half of the fitted maximal effect; on the % scale 0 is the no-effect control and ±100 the full control effect
#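 Human TRβ ligand-binding domain (0.6 uM) and Texas Red SRC2 peptide (20 nM) in Tris buffer with 1 uM T3 and 5% DMSO were incubated with pinned compound for 5 hr at ambient temperature. Total fluorescence was computed as S + 2P (555/632 nm).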
# Tau fibril FP: inhibitors of human tau fibril formation. P10636. K18 P301L tau heparin fibrillization, Alexa594 FP, 6 h. Potency, µM (top dose mostly 57.7 µM), inactives show top-dose activity, negative = inhibition, actives largely listed as inhibitors. 280,000 tested, 0.39% active. AID 1468; further: potency means the concentration at half of the fitted maximal effect; on the % scale 0 is the no-effect control and ±100 the full control effect; nearly all actives have a fitted effect of over 55% in size
# Target sequence (P10636 561-689 P618L limits assumed): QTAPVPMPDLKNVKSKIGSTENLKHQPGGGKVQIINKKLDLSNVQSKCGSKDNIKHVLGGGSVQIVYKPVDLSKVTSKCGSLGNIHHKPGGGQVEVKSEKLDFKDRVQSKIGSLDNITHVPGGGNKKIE
#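 Steps: dispense K18 P301L tau (15 uM plus 0.24 uM Alexa 594 tracer, final) in pH 7 sodium acetate; add compound; add heparin (20 uM final); incubate 6 hr, 37 C; add ThT (30 uM final); after 1 hr ambient, read FP.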
# aGal spleen mod: alpha-galactosidase A (human) modulation | human spleen homogenate, 4MU-alpha-Gal fluorescence, 40 min | 240,000 tested, 0.008% active | AID 2107 | Potency, µM (highest dose often 80 µM), for inactives: at the highest dose activity change, negative = inhibition, actives largely listed as inhibitors | P06280;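 further: potency means the concentration at half of the fitted maximal effect; 0% = enzyme with vehicle and -100% = no enzyme basal signal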
#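 qHTS titration in buffer at pH 5.0. Alpha-galactosidase activity in spleen homogenate was measured via 4-methylumbelliferone release from 1 mM fluorogenic substrate after 40 min at 37C and a pH 10 stop. AC50 came from Hill fits of control-normalized data.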
# CBFb-RUNX1 inh: CBF-beta/RUNX1 interaction disruption; AlphaScreen CBFb-His/RUNX1-biotin binding, biochemical; 230,000 tested, under 10 active; Q01196+Q13951; AID 1477; Potency, µM (titrated, usually from 59.8 µM), inactives show at the highest dose activity, negative = inhibition, actives largely listed as inhibitors; further: % of control where 0% means no effect
#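 Interaction loss through any mechanism counts as activity. Pre-formed complex of His-CBF-beta and biotin-RUNX1 (30 nM apiece) is incubated with compound 15 min, then with 50 ng nickel and 50 ng streptavidin beads for 90 min before AlphaScreen detection.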
# Tau fluor counter: counter-screen for tau fibril formation inhibitors; 280,000 tested, 0.93% active; tau K18 P301L Alexa594 fluorescence, heparin fibrillization; Potency, µM (series often up to 57.7 µM), for the others: at the top dose activity change, negative = decrease; AID 1463; further: potency means the concentration at half of the fitted maximal effect; on the % scale 0 is the no-effect control and ±100 the full control effect; nearly all actives have a fitted effect of over 55% in size
#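 Human tau K18 P301L (15 uM unlabeled, 0.24 uM Alexa 594-labeled) in 100 mM sodium acetate pH 7 with 20 uM heparin, 6 hr at 37 C. ThT 30 uM added, 1 hr ambient; Alexa 594 FP and total fluorescence read at 555/632 nm.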
# Epigenetic derep: epigenetic control regulation, reporter derepression | murine LDR cells, GFP reporter derepression, 30 h | Potency, µM (series often up to 53.9 µM), without a hit: at the highest dose GFP activation, most hits filed as activators | 280,000 tested, 0.2% active; further: potency means the concentration at half of the fitted maximal effect; % of control where 0% means no effect; nearly all actives have a fitted effect of over 60% in size
#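 GFP-positive cell count by laser-scanning cytometry (objects 20–120 um) after 30 h, 37 C compound exposure of murine LDR cells; reporter is CMV-GFP integrated at a silenced locus, inducible by HDAC or DNMT inhibitors.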
# NPSR antag: neuropeptide S receptor (human) antagonism, cAMP; Q6W5P4; CHO-NPSR cells, cAMP TR-FRET, antagonist mode; Potency, µM (highest dose often 38.3 µM), for the others: at the highest dose activity change, negative = inhibition, usual class: inhibitors; 220,000 tested, 1% active; further: potency means the concentration at half of the fitted maximal effect; on the % scale 0 is the no-effect control and ±100 the full control effect; nearly all actives have a fitted effect of over 50% in size; many of its hits are not listed in these tables
# Target sequence (Q6W5P4 whole entry, looked up): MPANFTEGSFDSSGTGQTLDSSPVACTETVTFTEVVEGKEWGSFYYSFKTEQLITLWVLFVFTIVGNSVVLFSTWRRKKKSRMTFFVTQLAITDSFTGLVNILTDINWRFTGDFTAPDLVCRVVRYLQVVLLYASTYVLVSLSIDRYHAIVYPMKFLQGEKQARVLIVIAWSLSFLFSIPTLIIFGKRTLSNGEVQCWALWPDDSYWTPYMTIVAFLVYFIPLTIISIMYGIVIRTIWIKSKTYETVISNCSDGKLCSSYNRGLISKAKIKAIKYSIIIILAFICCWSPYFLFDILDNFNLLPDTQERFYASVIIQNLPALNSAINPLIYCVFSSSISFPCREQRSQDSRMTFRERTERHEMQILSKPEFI
# TRb-SRC2 inh: disrupts binding of human TR beta to SRC2; 280,000 tested, 0.065% active; P10828; Potency, µM (highest dose often 106 µM), for the others: top-dose activity change, negative = inhibition, usual class: inhibitors; TRbeta-SRC2 peptide binding, fluorescence polarization; receptor liganded with 1 µM T3;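 further: potency means the concentration at half of the fitted maximal effect; plate controls were bound peptide for no effect and peptide without receptor for full effect; nearly all actives have a fitted effect of over 50% in size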
# Target sequence (P10828 whole entry, looked up): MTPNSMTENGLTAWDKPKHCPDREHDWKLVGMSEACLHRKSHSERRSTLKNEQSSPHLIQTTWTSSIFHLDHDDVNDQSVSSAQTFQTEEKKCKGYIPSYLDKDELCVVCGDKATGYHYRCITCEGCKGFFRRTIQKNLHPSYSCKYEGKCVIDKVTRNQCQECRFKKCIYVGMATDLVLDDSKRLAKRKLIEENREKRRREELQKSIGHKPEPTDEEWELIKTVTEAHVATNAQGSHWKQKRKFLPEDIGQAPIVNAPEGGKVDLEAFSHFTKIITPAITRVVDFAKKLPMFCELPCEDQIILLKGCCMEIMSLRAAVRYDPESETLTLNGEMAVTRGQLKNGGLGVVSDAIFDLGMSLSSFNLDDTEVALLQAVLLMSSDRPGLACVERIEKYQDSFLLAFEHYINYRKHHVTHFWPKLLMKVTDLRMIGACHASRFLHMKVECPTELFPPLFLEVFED
#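 Fluorescence polarization of 20 nM Texas Red SRC2 peptide with 0.6 uM human TRb ligand-binding domain, in Tris buffer with 1uM T3 and 5% DMSO. Incubated 5 hr ambient; normalized to unbound and bound controls.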
# * = called active by the depositor; ? = inconclusive; nt = no result given; & = joins results of further samples; [ ] = dose if it differs, or a comment. Unless noted, the call rests on the fitted dose curve; in most records, active means well fitted curve in the direction sought with a large enough effect; inconclusive means small, poorly fitted or top-dose-only effect, or another doubt; inactive means no such curve, though single readings can be large; an effect the other way counts as inactive or inconclusive. Not all compounds are listed; rates above refer to the full screens.
canonical_smiles	aGal spleen mod	TRb-SRC2 inh	CBFb-RUNX1 inh	TR SRC2 fluor cs	Tau fluor counter	Tau fibril FP	Epigenetic derep	NPSR antag
Nc1nc(NCc2ccco2)nc(N2CCCCCC2)c1[N+](=O)[O-]	-21%	0%	?	1%	-7%	6%	0.0%	13%
Cc1noc(C)c1COC(=O)C1CCN(C(=O)c2ccc(Cl)cc2)CC1	-6%	-8%	8%	4%	-5%	3%	-0.4%	-16%
CCOC(=O)c1c(CSc2ccccc2)n(C)c2ccc(O)c(CN3CCN(C)CC3)c12	2%	-3%	-2%	-1%	-21%	8%	-0.3%	30%
Cc1cccc(C)c1NC(=O)C(=O)c1cn(C)c2ccccc12	5%	10%	-9%	0%	-11%	3%	1.2%	-26%
COCOc1ccc(Br)cc1C(=O)/C=C\c1ccc2c(c1)OCO2	-5%[17.5 µM]	-3%[11.2 µM]	3%[13.1 µM]	1%[11.2 µM]	-11%[11.6 µM]	-2%[11.6 µM]	0.0%[10.1 µM]	nt
Cc1ccc(S(=O)(=O)Nc2ccc(C(OC(=O)c3ccccc3[N+](=O)[O-])(C(F)(F)F)C(F)(F)F)cc2)cc1	1%	9%	-1%	2%	-1%	-1%	-0.9%	?
Cc1ccc(CNc2nc(Cl)c(C#N)s2)cc1	9%	3%	10%	-2%	-9%	-10%	-2.5%	-6%
Cc1ccc(-c2nc3scc(CCNS(=O)(=O)c4c(C)noc4C)n3n2)cc1	nt	-1%	nt	-3%	-14%	?	1.8%	nt
COc1ccc(NCC(O)COc2ccc(C(C)(C)C)cc2)cc1 (stereo not given)	-6%	5%	-8%	-3%	?	13%	-1.5%	-10%
CCO/C=C1\SC(=S)N(c2ccc(Cl)cc2)C1=O	-3%	?	-20%	14%	-11%	-4%	0.1%	-1%
CCOc1ccc(/C(O)=C2/C(=O)C(=O)N(CCN(CC)CC)C2c2ccco2)cc1 (stereo not given)	-8%	3%	2%	-2%	-8%	-5%	2.1%	-11%[46.1 µM]
O=[N+]([O-])c1ccc(-c2c[nH]c(=S)[nH]2)cc1	-6%	7%	7%	1%	?	?	1.1%	-17%
Cc1ccccc1-c1nnn(C/C(N)=N/O)n1	3%	-1%	4%	0%	-1%	5%	-2.1%	-18%
CCC(=O)n1nc(-c2ccco2)nc1N	4%	-4%	-6%	-4%	4%	4%	-0.9%	14%[46.1 µM]
COc1ccc(C2c3ccc4ccccc4c3Oc3ncn(Cc4ccco4)c(=N)c32)cc1OC (stereo not given)	10%	7%	-17%	13%	-25%	-1%	0.0%	?
Cn1c(SCC(=O)NC2CC2)nnc1-c1ccco1	1%	4%	3%	-3%	5%	-3%	8.1%	?
O=C(CCS(=O)(=O)c1cccc2nsnc12)N1CCN(C(=O)c2ccco2)CC1	18%	5%	0%	-1%	1%	3%	0.0%	0%[46.1 µM]
CCOC1CC(C)(C)NC(=S)N1 (stereo not given)	12%	1%	4%	1%	6%	-2%	0.0%	9%
O=C(CCn1cccc1)N1CCc2ccccc21	1%	0%	-6%	0%	-1%	-4%	-1.0%	4%[46.1 µM]
O=C(NCCCc1ccccc1)c1ccc2c(c1)sc1nc(-c3ccc(F)cc3)cn12	nt	0%	nt	?	-15%	-6%	5.6%	nt
COc1cc2c(cc1CC=C(C)C)C(=O)C[C@@H](c1ccc(O)cc1)O2	3%	3%	6%	-1%	nt	nt	nt	nt
O=C(CC(c1ccccc1)c1cc(Br)ccc1O)NCC1(c2ccccc2)CCCC1 (stereo not given)	nt	5%	nt	-4%	?	?	1.8%	nt
COc1ccccc1C1C(C(N)=O)=C(C)Nc2nc(-c3ccccc3Cl)nn21 (stereo not given)	4%	-1%	-6%	-1%	-12%	0%	-1.0%	-3%[46.1 µM]
Cc1cc([N+](=O)[O-])nn1CC(=O)Nc1cccc2nonc12	-1%	5%	9%	-1%	-23%	?	3.4%	-3%
Cc1cccc(NC(=O)Nc2cc(C)on2)c1	-2%	-25%	3%	-1%	1%	5%	-0.7%	5%[46.1 µM]

# Looked up above:
# Result of Cc1ccccc1-c1nnn(C/C(N)=N/O)n1 under Tau fluor counter: -1%
# Result of O=[N+]([O-])c1ccc(-c2c[nH]c(=S)[nH]2)cc1 under TRb-SRC2 inh: 7%

# Next section
canonical_smiles	aGal spleen mod	TRb-SRC2 inh	CBFb-RUNX1 inh	TR SRC2 fluor cs	Tau fluor counter	Tau fibril FP	Epigenetic derep	NPSR antag
COc1cccc(NC(=S)Nc2cc(C(=O)O)ccc2N2CC3CC(C2)c2cccc(=O)n2C3)c1 (stereo not given)	-3%	-6%	21%	-6%	-21%	8%	-2.1%	14%
CC(=O)N1CCc2cc(S(=O)(=O)NCCC(=O)NC3CCCc4ccccc43)ccc21 (stereo not given)	-1%	11%	4%	0%	-1%	7%	0.0%	-22%[46.1 µM]
Cc1nc2nc[nH]n2c(=O)c1NC(=O)c1c(-c2ccccc2Cl)noc1C	5%	8%	5%	-4%	-7%	1%	-1.1%	-14%[46.1 µM]
CC12CCC(c3c(C(=O)O)nn(-c4ccccc4)c31)C2(C)C (stereo not given)	4%	6%	7%	1%	0%	-5%	0.7%	-3%[46.1 µM]
CCC(C(=O)OCC(=O)Nc1ccc(OC)cc1OC)c1ccccc1 (stereo not given)	0%	1%	11%	-7%	-5%	9%	-1.3%	-23%
O=c1c2ccccc2nc2n1CCC2	-12%	-10%	-3%	-2%	-5%	-3%	-1.8%	0%[46.1 µM]
c1cncc(-c2nc3ccccc3[nH]2)c1	26%&-20%	-6%&-15%	22%&1%	-8%&-3%	-2%&-6%	-10%&5%	8.6%&-0.9%	11%
COc1ccc2nc3ccccc3nc2c1N	0%	-27%	nt	?	?	?	?	-36%
COC(=O)[C@@H](Cc1c[nH]c2ccccc12)NC(=O)c1cc(=O)[nH]c2ccccc12	-7%	-4%	-17%	-2%	-24%	-2%	-0.6%	-6%
O=C(NC(=S)Nc1ccccn1)c1ccccc1	3%	4%	8%	-1%	-29%	-13%	0.0%	?
CCC(CCC(C)C1CCC2C3CC=C4CC(OC(C)=O)CC[C@@]4(C)C3CC[C@@]12C)C(C)C (stereo not given in full)	-14%	1%	nt	-5%	-2%	-5%	-0.8%	nt
CCC(=O)Nc1cc(C(=O)OCC(=O)c2ccccc2Cl)ccc1C	-2%	-6%	0%	-8%	-16%	-6%	8.5%	0%[46.1 µM]
CCOC(=O)c1ccc(CN(Cc2ccc(F)cc2)S(=O)(=O)c2ccc(F)cc2)cc1	nt	1%	nt	-1%	-23%	-9%	5.1%	nt
CCOC(=O)Nc1cc(C)c(Cl)cc1OC	-3%	0%	7%	-2%	-5%	-3%	-2.1%	-2%[46.1 µM]
Cn1c(CSc2nc3ccc(Br)cc3[nH]2)nc2ccccc21	11%	-2%	-1%	-5%	?	-9%	-0.2%	-14%[46.1 µM]
CCc1nnc(SCc2nc(-c3ccccc3)oc2C)c2cc3sccc3n12	nt	-6%	nt	-2%	-6%	-1%	-0.8%	nt
Cc1onc(-c2ccccc2)c1-c1ccc(S(N)(=O)=O)cc1	-2%&-9%	0%&-4%	13%&4%	1%&-6%	-19%&-12%	1%&-9%	-0.5%&0.0%	-11%
CC(=O)c1ccc(N2C(=O)N(CC(=O)c3ccc(C)cc3)c3ccccc3S2(=O)=O)cc1	nt	-1%	nt	-7%	-17%	-11%	0.0%	nt
O=C(NCC1CC1)C1(C(F)(F)F)C/C(=C\Cc2ccccc2)CCCO1 (stereo not given)	-4%	-13%	6%	18%	nt	nt	nt	nt
COC(=O)CSc1nc(N)c(C#N)c(-c2ccc(O)cc2)c1C#N	-7%	0%	3%	-1%	-16%	1%	-1.3%	43%
CCOc1ccccc1C(=O)N(Cc1cccs1)C1CCS(=O)(=O)C1 (stereo not given)	0%	-19%	5%	-3%	6%	-6%	-0.8%	-8%[46.1 µM]
COCn1c(-c2cccc(Br)c2)nc2ccccc21	16%	-1%	2%	2%	-3%	5%	-5.7%	7%[46.1 µM]
Cc1ccc2nc(C3CCCN(C(=O)NCc4ccccc4)C3)[nH]c2c1 (stereo not given)	5%	6%	-3%	-1%	-2%	8%	-5.9%	2%[46.1 µM]
N#Cc1nc(/C=C/c2ccc(F)cc2)oc1N1CCCCC1	nt	-8%	nt	-2%	?	0%	-1.1%	nt
O=S(=O)(c1ccc(N2CCCC2)cc1)C(F)(F)F	9%	1%	21%	-2%	5%	7%	0.0%	29%[46.1 µM]
O=C(Cc1cccs1)NCc1ccccc1	-5%	2%	0%	-2%	10%	3%	-0.5%	-14%[46.1 µM]
CCC(=O)c1ccc(OCC(O)CN2CCN(S(=O)(=O)N3CCCCC3)CC2)cc1 (stereo not given)	-4%	-12%	6%	-3%	-1%	3%	0.0%	-12%[46.1 µM]
O=C(CN1CCCCCC1)Nc1cccc([N+](=O)[O-])c1	-2%	7%	8%	-1%	-3%	11%	0.8%	4%
Cc1ccc2nsnc2c1S(=O)(=O)N(Cc1ccco1)Cc1cc2cccc(C)c2[nH]c1=O	2%	-3%	-3%	-1%	-9%	-9%	-0.8%	?
CC1C2CC(C(CN(C)C)/C2=N/O)C1(C)C (stereo not given)	6%	-4%	5%	-2%	3%	2%	-0.2%	-1%[46.1 µM]
Cc1ccc(C(=O)N/C(=C/c2cccs2)C(=O)NCC2CCCO2)cc1 (stereo not given)	5%	-5%	5%	-2%	0%	1%	4.4%	-1%
c1ccc2c(N3CCOCC3)nc(-c3ccncc3)nc2c1	3%	-5%	2%	-2%	1%	-5%	-3.5%	-2%[46.1 µM]
Cc1ccc(OCC(=O)O/N=C(\N)c2ccccn2)cc1C	-1%	-1%	1%	-4%	-15%	-12%	2.0%	5%

# Source: PubChem BioAssay
